# Screens as filed in PubChem.
# p53ts 32C tox: p53ts cell cytotoxicity, permissive temperature | H1299-p53A138V at 32C, ATP luminescence viability, 24 h | Potency, µM (highest dose often 46.1 µM), for inactives: at the top dose activity change, negative = cytotoxicity, actives largely listed as cytotoxic | 130,000 tested, 0.93% active;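 note: 0% = DMSO and -100% = full killing by reference compound; nearly all actives have a fitted effect of over 55% in size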
#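 ATP-content luminescence (ATPlite) read-out after 24 h compound exposure at 32C in H1299-p53A138V cells (600/well). Tested up to 46 uM. Normalized to DMSO (0%) and 100 uM tamoxifen (100% killing); Hill-fit AC50.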
# IkB sig inh: inhibitors of IkB signaling in ABC-DLBCL cells; ABC-DLBCL IkBa-CBG/CBR dual luciferase ratio, 4 h; response scale: scaled: untreated 0%, proteasome inhibitor 100%; Potency, µM (series often up to 57.1 µM), for inactives: at the top dose IkBa stabilization activation; 110,000 tested, 0.04% active; active = well fitted curve in the direction sought with a large enough effect in the signal ratio, not every such curve was filed as active; inconclusive = small, poorly fitted or top-dose-only effect, or a change in a side signal; the % refers to the signal ratio;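 note: the direction sought is a rising ratio; 0% = basal untreated cells and 100% = reference inhibitor full response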
#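 In this assay, an IκBα–CBG68 fusion accumulates when IKK-driven degradation is blocked; native CBR normalizes for cell number. OCI-Ly3 cells were treated 4 h with compound and doxycycline, then green and red light read after Chroma-Glo addition.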
# Peg3 imprint: inducers of genomic imprint erasure in mouse ES cells. AID 1948. Potency, µM (titrated, usually from 60.7 µM), inactives show at the top dose activity change, positive = activation, hits mostly activators. 110,000 tested, 0.02% active. mouse ES Peg3-LacZ reporter, beta-gal luminescence, 40 h;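 note: 0% = negative control wells on the plate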
#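 Gelatin-coated wells received 300 freshly trypsinized female ES cells with a Peg3LacZ-Neo reporter on the maternal allele, then incubated 40 hours at 37C. BetaGlo was added for 5 minutes at room temperature before a single luminescence read.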
# p53ts 39C tox: cytotoxicity in p53ts cells at nonpermissive temperature | H1299-p53A138V viability at 39C, ATP luminescence, 24 h | 130,000 tested, 1.5% active | AID 902 | Potency, µM (titrated, usually from 46.1 µM), for inactives: at the top dose activity change, negative = cell killing, hits mostly cytotoxic; note: nearly all actives have a fitted effect of over 55% in size
# Starred values were filed as active, the others as inactive; ? = inconclusive; · = not tested or not shown; & = joins results of further samples; ! = not active in a repeat; [ ] = another dose, or the depositor's remark. Unless noted, calls come from the whole dose curve; as a rule, active = well fitted curve in the direction sought with a large enough effect; inconclusive = small, poorly fitted or top-dose-only effect, or another doubt; inactive = no such curve, though single readings can be large; an effect the other way counts as inactive or inconclusive. Unless noted, % is set by controls: 0 for no effect and ±100 for the full control effect; potency is the fitted concentration of half-maximal effect. No enrichment for hits. About 1.7% of those tested had a hit in this group.
SMILES | p53ts 32C tox | IkB sig inh | Peg3 imprint | p53ts 39C tox
O=C1/C(=C/c2ccccc2)[C@@H](NC2CCCCC2)c2ccccc21 | 39%[activator][9.22 µM] | ? | -35%[10.9 µM] | 79%[activator][9.22 µM]
O=C(O)C1C2C=CC(C3CC23)C1C(=O)NCCc1ccccc1 (stereo unspecified) | -12% | -0.4% | -6% | -7%
CCOC(=O)C1CCN(C(c2cc3c(C)ccc(C)c3[nH]c2=O)c2nnnn2C2CCCCC2)CC1 (stereo unspecified) | 13% | 3.0% | · | 2%
Cc1ccc(N2CC(C(=O)Nc3cc(C)ccc3F)CC2=O)cc1 (stereo unspecified) | 0% | 4.4% | 2% | 3%
O=C(O)CCCCCN1C(=O)C(=O)/C(=C(/O)c2ccccc2)C1c1ccccc1 (stereo unspecified) | 2% | 2.4% | -1% | 15%
Fc1ccc(-c2cn3cc(Cc4ccccc4)sc3n2)cc1 | 2.2µM* | ? | -24%[10.9 µM] | 5µM*
CCCS(=O)(=O)NCCc1csc(-c2cccnc2)n1 | 10% | -1.8% | -10% | 1%
CCc1cc(C(=O)Nc2ccccc2)cs1 | ? | · | · | ?
COc1ccc(-c2nnc3sc(COc4ccc(C)cc4)nn23)cc1 | -2% | 4.6% | 2% | 7%
Cc1nc2sc3c(c2c2nc(-c4ccco4)nn12)CC(C)(C)OC3 | 13% | -3.7% | -6% | -2%
O=C(Nc1ccc2c(c1)OCO2)c1c(F)cccc1F | -29% | 6.8% | -55%[inhibitor] | ?
Nc1nc(N)c2nc(-c3ccccc3)c(N)nc2n1 | 13µM*! | ? | -10% | -7%
O=C(CCCc1ccccc1)Nc1nncs1 | -2% | · | · | -2%
CC(/C=N/Nc1nncc(=O)[nH]1)=C\c1ccccc1 | -10% | · | · | -15%
COC(=O)C1CCCN1C(=O)c1cccs1 (stereo unspecified) | 5% | -1.0% | -4% | 14%
O=C(c1ccccc1Br)N(Cc1ccco1)Cc1ccco1 | 11% | 1.0% | -17%[10.9 µM] | ?
COc1ccc(-c2c(C#N)c(SCC(=O)Nc3ccc(C)c(C)c3)nc(C)c2C(=O)Nc2ccccc2)cc1OC | 19% | 4.9% | -7%[10.9 µM] | 2%
NS(=O)(=O)c1ccc(NCc2cnc3ccccc3n2)cc1 | -1%[9.22 µM] | 1.1%[11.4 µM] | -9%[10.9 µM] | 2%[9.22 µM]
O=C(Nc1cccnc1)c1cc2nc(C3CC3)cc(C(F)(F)F)n2n1 | -3% | -1.2% | -3% | 0%
Cc1cc2n(n1)CCCN2C(=O)Nc1cccc(C)c1C | -6% | 2.2% | 9%[10.9 µM] | 8%

# Sorted by length of the SMILES (high to low): part of the list above.
SMILES | p53ts 32C tox | IkB sig inh | Peg3 imprint | p53ts 39C tox
COc1ccc(-c2c(C#N)c(SCC(=O)Nc3ccc(C)c(C)c3)nc(C)c2C(=O)Nc2ccccc2)cc1OC | 19% | 4.9% | -7%[10.9 µM] | 2%
Cc1nc2sc3c(c2c2nc(-c4ccco4)nn12)CC(C)(C)OC3 | 13% | -3.7% | -6% | -2%
O=C(O)C1C2C=CC(C3CC23)C1C(=O)NCCc1ccccc1 (stereo unspecified) | -12% | -0.4% | -6% | -7%
O=C(Nc1ccc2c(c1)OCO2)c1c(F)cccc1F | -29% | 6.8% | -55%[inhibitor] | ?
COC(=O)C1CCCN1C(=O)c1cccs1 (stereo unspecified) | 5% | -1.0% | -4% | 14%
CCc1cc(C(=O)Nc2ccccc2)cs1 | ? | · | · | ?

# Further records follow:
SMILES | p53ts 32C tox | IkB sig inh | Peg3 imprint | p53ts 39C tox
O=c1cc(-c2ccccc2)oc2cc(O)c(O)c(O)c12 | ? | 1.3% | -16%&-28%&-32% | 0.63µM*
Cn1c(C(=O)NCc2cccs2)cc2oc3ccccc3c21 | ? | · | · | ?
O=C(CCNS(=O)(=O)c1ccc(Br)s1)NC1CCCC1 | 5% | -1.9% | -11% | -8%
Cc1ccc(S(=O)(=O)c2nnn3c2nc(NCc2ccc(F)cc2)c2sccc23)cc1C | -1% | ? | 7%[10.9 µM] | -8%
COc1ccc(C)cc1NC(=O)CN(c1ccccc1)S(C)(=O)=O | 2% | 2.6% | -6% | 0%
COc1ccc(-c2nc(CS(=O)CC(=O)N3CCc4ccccc4C3)c(C)o2)cc1 (stereo unspecified) | -2% | 0.1% | -22% | 1%
O=c1c(CCc2ccccc2)nc2cnc(N3CCOCC3)nc2n1CCc1ccccc1 | 1% | 3.4%[11.4 µM] | -2% | -1%
Cc1ccc(CN2CCN(C(=O)C3CCCO3)CC2)cc1 (stereo unspecified) | -4% | -3.2% | -7% | 4%
CC(=O)C1=C(N2CCCCC2)CCC1=O | 2% | 2.3% | -4% | 10%
Cc1nc(-c2ccccc2)sc1CCNC(=O)C(=O)Nc1ccc2c(c1)OCCO2 | 3% | -2.4% | -7%[10.9 µM] | -21%
Cc1cccc(CNc2ncnc3ccc(-c4ccoc4)cc23)c1 | 4% | -4.3%[11.4 µM] | -23% | 1%
COc1cccc(-n2nnc3c(=O)n(CC(=O)NCC4CCCO4)cnc32)c1 (stereo unspecified) | -11% | ? | -31%[inhibitor] | 19%
CCOC(=O)C(Sc1nnc(-c2ccncc2)o1)C(C)=O (stereo unspecified) | 4% | · | · | 14%
COc1ccccc1N/C(=N/c1nc(C)cc(C)n1)NC(C)=O | -5% | · | · | -6%
CN1CCN(S(=O)(=O)c2ccc(-c3ccccc3)cc2)CC1 | 2% | 2.1% | -8% | 2%
O=C(NCc1ccccc1)C(=O)Nc1c2c(nn1-c1ccccc1)CSC2 | 5% | ? | -9%[10.9 µM] | -9%
COC(=O)N1CC(C)N(C(=O)OC)CC1C (stereo unspecified) | 2% | 0.9% | 4% | 12%
CCCSc1nnc(Sc2nnnn2-c2ccccc2)s1 | -6% | 8.2% | -27% | 84%[activator]
O=C(Nn1cnnc1)c1cc2cc(Br)ccc2oc1=O | 15% | -1.1% | -11% | 14%
Cc1nc(SCC(=O)NCC2CCCO2)c2oc3ccccc3c2n1 (stereo unspecified) | 4% | 0.6% | -2% | 4%
O=C(NCCC1=CCCCC1)C1CCN(S(=O)(=O)c2cccs2)CC1 | -17% | 1.2% | -24% | -10%
Cc1cc(C)cc(NC(=O)CSc2nnc(CNC(=O)c3cccs3)o2)c1 | 11% | 1.6% | -9% | 15%
Cc1ccccc1Cn1c(C)c(CNCc2ccccc2)c(C(=O)O)c1C | 0% | 3.0% | -5%[10.9 µM] | -10%
C=CCn1c(SCC(=O)N(CC)CC)nc(O)cc1=O | 1% | -1.0% | -3% | 1%
COc1ccc(CN(C2CCCC2)S(=O)(=O)c2ccc(-n3cnnn3)cc2)cc1 | -23% | -0.3% | -15% | -14%
COc1ccc(OC)c(S(=O)(=O)NCc2cn3ccsc3n2)c1 | 0% | 1.3% | -9% | 23%
O=C(NC1CCN(Cc2ccccc2)C1)c1ccc(Cc2nc3ccccc3[nH]2)cc1 (stereo unspecified) | -4% | · | · | -3%
O=C(CN1CCOCC1)N1CCN(c2nnc(-c3ccccc3)c3ccccc23)CC1 | 11% | -1.2% | -12% | 17%
CCN(CCNC(=O)C1CCN(S(=O)(=O)c2cccc3nsnc23)CC1)c1ccccc1 | 11% | ? | -8% | -1%
CSc1nnc2c3ccccc3n(CCc3ccccc3)c2n1 | 39%[activator] | 4.1% | -13% | -12%
CCc1ccc(NC(=O)CC2C(=O)N(c3cccc(OC)c3)C(=O)N2C2CCCC2)cc1 (stereo unspecified) | 1% | 2.8% | 8%[10.9 µM] | 3%
C/C(CC1(O)C(=O)N(C)c2ccccc21)=N\O (stereo unspecified) | -1% | -1.0% | 14% | 11%
CCN1CCCC1Cn1c(-c2ccccc2)nc2c(NC3CCCCC3)nc(C)nc21 (stereo unspecified) | -6% | · | -10% | ?
O=C(Nc1ccc(Br)cc1F)C1CCN(c2nnc(-n3cccc3)s2)CC1 | -2% | 3.3% | 3% | 10%
N#CC1=C(SCC(=O)NC2CC2)NC(=O)C(C#N)C12CCCCC2 (stereo unspecified) | 6% | 4.1% | -9% | 7%
CCCCNC(=O)OCCNC(=O)NC | -4% | 0.1% | 10% | -10%
O=C(COC(=O)CCCc1c[nH]c2ccccc12)Nc1ccc2c(c1)OCO2 | -4% | 1.7% | -2% | -17%
CCOc1cc(NC(=O)c2ccco2)c(OCC)cc1NC(=O)Cc1cccc(OC)c1 | 0% | 5.3% | -10% | -2%
Cc1ccc(C(=O)NCC(c2ccco2)S(=O)(=O)c2ccccc2)cc1C (stereo unspecified) | 8% | ? | -2%[10.9 µM] | -10%
Nc1c2c(nc3ccn(Cc4ccccc4)c(=O)c13)CCC2 | -9% | -0.8% | -11% | -16%
CC1=C(C(=O)Nc2ccc(C)cc2C)C(c2ccc[nH]2)n2ncnc2N1 (stereo unspecified) | -8% | 2.8% | -8%[10.9 µM] | -13%
COc1ccc2c(c1)CCc1c(C(=O)NCCCn3ccnc3)noc1-2 | 9% | -1.5% | -12% | -19%
COc1cc(CN2CCN(S(=O)(=O)c3ccc(F)cc3)CC2)cc(OC)c1OC | 6% | 1.2%&1.5% | -13% | 6%
Cc1cc(C)c(NC(=O)CSc2nccn2Cc2ccco2)c(C)c1 | -9% | -0.1% | -5%[10.9 µM] | ?
CCOC(=O)Cn1c(=O)oc2cc(S(=O)(=O)NCc3ccc(F)cc3)ccc21 | -6% | ? | -4%[10.9 µM] | -19%
COc1ccc(CC(=O)N2CCc3cc(OC)c(OC)cc3C2COc2ccc(F)cc2)cc1 (stereo unspecified) | -2% | ? | -9%[10.9 µM] | -18%
Nc1nc2nccc(-c3ccc(Cl)cc3)n2n1 | ? | 0.5% | -31%[inhibitor] | ?
O=C(Nc1c2c(nn1-c1ccc(Cl)cc1)CS(=O)(=O)C2)c1cccc(F)c1 | 4% | ? | -19%[10.9 µM] | 25%
COc1ccc(CNC(=O)C2CC(=O)N(c3ccc(OCC(=O)N4C(C)CCCC4C)cc3)C2)cc1 (stereo unspecified) | -10% | 0.5% | -14% | 7%
CCOc1ccc(-n2cc(C(=O)N3CCCCCC3)c3cc(OC)c(OC)cc3c2=O)cc1 | 7% | -1.4% | -6% | 10%
COc1cccc(C2C(C#N)=C(N)OC3=C2C(=O)CC(c2ccco2)C3)c1OCc1ccc(F)cc1 (stereo unspecified) | 5% | ? | -19% | 7%
Cc1ccc(N2CCn3c2nc2c3c(=O)n(CCc3ccccc3)c(=O)n2C)cc1 | 1% | 0.9% | 3% | 10%
O=C(c1cccc(F)c1)N1CCC2(CC1)CCN(c1ccccc1)CC2 | -10% | -1.5%[11.4 µM] | · | -11%
COCCn1c(=O)c(C)nc2cncnc21 | 2% | 2.0%[11.4 µM] | ? | 0%
CCOc1cc(N2CCOCC2)c(OCC)cc1NC(=O)COC(=O)CCc1c[nH]c2ccccc12 | 6% | 2.4% | -5% | 4%
CCOC(=O)c1c(C)oc2ccc(N(C(=O)c3ccncc3)S(=O)(=O)c3ccc(F)cc3C)cc12 | 54%[activator] | ? | -4%[10.9 µM] | ?
COc1cc2nc(N3CCN(C(=O)[C@H]4CCCO4)CC3)nc(N)c2cc1OC | -7%&-20% | 0.3%&-8.5% | -73%[inhibitor] | ?
CCC(NS(=O)(=O)c1ccc(C)cc1)C(=O)Nc1ccc(NC(C)=O)cc1 (stereo unspecified) | 4% | 2.2% | -10% | 12%
Cc1ccc(CNC(=O)CSc2nc3n[nH]c(C)c3c(=N)n2-c2cccc(C)c2)cc1 | 0% | ? | -11%[10.9 µM] | -28%
CCCn1c(SCC(=O)N2CCc3ccccc32)nnc1-c1ccncc1 | 4% | -0.6% | -9% | -11%

# Next entries follow:
SMILES | p53ts 32C tox | IkB sig inh | Peg3 imprint | p53ts 39C tox
COc1cccc(-c2nnc3n(Cc4ccc(F)cc4)c(=O)c4ccccc4n23)c1 | -3% | ? | ? | -5%
CCC(C)NC(=O)CSc1nc2ccc(N3CCOCC3)cc2c(=O)n1CCc1ccccc1 (stereo unspecified) | -1% | 0.9% | -1% | 2%
CCc1ccccc1NC(=O)CC(C)n1nc(C)cc1C (stereo unspecified) | 10% | -0.9% | -14%[10.9 µM] | -5%
CC(=O)Nc1ccc(S(=O)(=O)N2CCC(n3c(C(F)(F)F)nc4cccnc43)CC2)cc1 | 3% | -0.4% | -2%[10.9 µM] | -17%
